GPT2 inh: blocks human glutamate pyruvate transaminase 2; 100,000 compounds, 0.25% hits; Potency, µM (top dose mostly 57.7 µM), inactives show top-dose activity change, negative = inhibition, hits mostly inhibitors; Q8TD30; Recombinant GPT2, coupled pyruvate oxidase/HRP Amplex Red fluorescence; also: potency is read from the fitted curve at half-maximal effect; nearly all actives have a fitted effect of over 60% in size; many of its hits are not listed in these tables
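Inhibition is scored from Amplex Red fluorescence generated when pyruvate oxidase and HRP act on pyruvate released by GPT2. Reactions contain 10ng/uL enzyme, 250uM a-KG and 2mM L-alanine and run 30 min at room temperature.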
FLuc inh: Photinus pyralis luciferase inhibition; P08659; purified P. pyralis luciferase, luminescence, biochemical; Potency, µM (highest dose often 115 µM), inactives show top-dose activity change, negative = inhibition, most hits filed as inhibitors; 76,000 compounds, 2.5% hits; AID 1347043; also: potency is read from the fitted curve at half-maximal effect; nearly all actives have a fitted effect of over 65% in size
Target sequence (P08659 whole entry, looked up): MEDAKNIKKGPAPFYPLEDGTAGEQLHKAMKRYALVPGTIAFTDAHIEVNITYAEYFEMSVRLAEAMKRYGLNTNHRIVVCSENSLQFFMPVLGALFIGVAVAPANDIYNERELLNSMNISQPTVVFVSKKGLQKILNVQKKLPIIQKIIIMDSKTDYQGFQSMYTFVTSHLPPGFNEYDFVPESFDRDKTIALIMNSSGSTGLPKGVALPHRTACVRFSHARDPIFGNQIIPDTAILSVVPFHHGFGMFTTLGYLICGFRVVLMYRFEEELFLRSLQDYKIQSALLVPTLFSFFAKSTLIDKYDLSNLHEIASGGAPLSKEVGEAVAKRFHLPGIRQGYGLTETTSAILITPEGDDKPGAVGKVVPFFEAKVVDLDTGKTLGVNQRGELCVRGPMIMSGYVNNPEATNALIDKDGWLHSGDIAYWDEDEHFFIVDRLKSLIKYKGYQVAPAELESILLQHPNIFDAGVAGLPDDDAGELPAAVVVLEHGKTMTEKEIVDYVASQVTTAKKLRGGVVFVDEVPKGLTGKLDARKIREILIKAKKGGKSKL
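Luminescence read by CCD imager after adding enzyme (10nM final) to wells holding compound, titrated in qHTS. Substrates 10uM each D-luciferin and ATP; buffer 50mM Tris acetate pH 7.5, 10mM Mg acetate, Tween-20, BSA.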
SNCA expr inhib: reduces expression of the alpha-synuclein gene; HEK-293 SNCA-luciferase knock-in, luminescence, 24 h; Potency, µM (titrated, usually from 57.2 µM), for the others: top-dose activity change, negative = inhibition, actives largely listed as inhibitors; 140,000 compounds, 0.17% hits;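 also: potency is read from the fitted curve at half-maximal effect; plate controls were DMSO cells for no effect and cell-free wells for full effect; nearly all actives have a fitted effect of over 45% in size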
3T3 cytotox: cytotoxic compounds in NIH 3T3 cells | Potency, µM (doses to about 96.7 µM), for inactives: at the top dose activity change, negative = cytotoxicity, most hits filed as inhibitors | 94,000 compounds, 4.3% hits | NIH 3T3 viability, CellTiter-Glo ATP luminescence, 48-72 h; also: potency is read from the fitted curve at half-maximal effect; nearly all actives have a fitted effect of over 55% in size
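ATP-dependent luminescence (CellTiter-Glo) served as the viability signal for NIH 3T3 cells treated with compound for 48 or 72 hr at 37 °C.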
SNCA viab count: reduces viability of HEK-293 SNCA reporter cells; Potency, µM (highest dose often 57.1 µM), inactives show at the highest dose activity change, negative = cytotoxicity, most hits filed as cytotoxic; 150,000 compounds, 0.12% hits; HEK-293-SNCA-luc viability, GF-AFC fluorescence, 24 h; AID 1671193;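 also: potency is read from the fitted curve at half-maximal effect; 0% = DMSO-treated cells and -100% = medium-only wells without cells; nearly all actives have a fitted effect of over 30% in size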
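Cytotoxicity counterscreen: after 24 h compound treatment of genome-edited SNCA-luciferase HEK-293 cells, live-cell protease substrate GF-AFC read by fluorescence after 30 min; activity scaled between DMSO (0%) and medium-only (-100%), curves Hill-fitted.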
IP6K1 inh: IP6K1 kinase inhibition; Q92551; IP6K1 kinase, ADP-Glo luminescence, 2 h; stronger effect = lower value; activity change, % (series mostly up to about 58 µM); 140,000 compounds, 0.81% hits; in the data active = activity change below about -25%
Target sequence (Q92551 whole entry, looked up): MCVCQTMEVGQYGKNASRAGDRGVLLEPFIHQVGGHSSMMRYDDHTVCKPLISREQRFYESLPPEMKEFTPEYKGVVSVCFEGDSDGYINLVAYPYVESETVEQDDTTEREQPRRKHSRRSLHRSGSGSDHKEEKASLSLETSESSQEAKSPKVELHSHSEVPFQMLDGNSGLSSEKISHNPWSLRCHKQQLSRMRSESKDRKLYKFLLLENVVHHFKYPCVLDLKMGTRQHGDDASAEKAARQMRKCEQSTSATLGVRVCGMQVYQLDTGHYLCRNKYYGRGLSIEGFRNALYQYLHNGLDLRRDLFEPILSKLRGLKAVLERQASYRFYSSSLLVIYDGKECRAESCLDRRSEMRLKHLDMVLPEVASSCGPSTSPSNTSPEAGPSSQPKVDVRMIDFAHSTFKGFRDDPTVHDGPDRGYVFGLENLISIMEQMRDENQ
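ADP-Glo luminescence measures ADP made by human IP6K1 during a 2 h RT reaction with ATP/IP6 (mix at 1.3 mM/130 uM); top library doses 57.5 and 19.1 uM final.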
HEK293 tox: cytotoxic compounds in HEK 293 cells. AID 1345083. Potency, µM (doses to about 115 µM), inactives show top-dose activity change, negative = cytotoxicity, hits mostly inhibitors. HEK 293 viability, ATP luminescence (CellTiter-Glo), 48-72 h. 94,000 compounds, 6.6% hits; also: potency is read from the fitted curve at half-maximal effect; nearly all actives have a fitted effect of over 60% in size
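ATP-coupled CellTiter-Glo luminescence served as viability read-out, recorded 10 min after reagent addition at room temperature. HEK 293 cells, 250 cells/well, had been incubated with pintool-transferred compound for 48 or 72 hr at 37 degree Celsius.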
* marks the source's active call; other numbers are inactive results; [ ] = another dose, or the depositor's remark. Unless noted, calls follow the shape of the dose curve; as a rule, active = well fitted curve in the direction sought with a large enough effect; inconclusive = small, poorly fitted or top-dose-only effect, or another doubt; inactive = no such curve, though single readings can be large; an effect the other way counts as inactive or inconclusive. Unless noted, % is scaled to controls: 0 for no effect and ±100 for the full control effect.

Results for O=[S+]([O-])(c1ccccc1)N1CC2(COCCN(Cc3ccc4c(c3)CCO4)C2)C1 ?
GPT2 inh: inactive; FLuc inh: -8%[172 µM]; SNCA expr inhib: 4%[87.6 µM]; 3T3 cytotox: -30%[138 µM]; SNCA viab count: 4%[87.6 µM]; IP6K1 inh: 29; HEK293 tox: inconclusive

What do the screens show for `Cc1ccccc1OCC(=O)Nc1c(C(=O)Nc2ccccc2F)oc2ccccc12`?
SNCA expr inhib: 46%[activator]; SNCA viab count: -2%; IP6K1 inh: 3

What do the screens show for `CCCN1CCc2[nH]cnc2C12CCN(C(=O)[C@H]1Cc3ccccc3CN1)CC2`?
GPT2 inh: 2%; FLuc inh: 12%; SNCA expr inhib: -3%; 3T3 cytotox: 5%; SNCA viab count: -20%; IP6K1 inh: -10; HEK293 tox: inactive

Results for CN(C)CCOC(c1ccccc1)c1ccc(Br)cc1 (stereo not given) ?
GPT2 inh: inactive; SNCA expr inhib: 32%[25.6 µM]; SNCA viab count: -27%[23.9 µM]; IP6K1 inh: -3

What do the screens show for `O=C(c1cccc(Cl)c1)N1Cc2ccccc2CC2(CCCN2Cc2ccncc2)C1` (stereo not given)?
GPT2 inh: inactive; SNCA expr inhib: -22%; 3T3 cytotox: inconclusive; SNCA viab count: -20%; IP6K1 inh: -11; HEK293 tox: inconclusive

What do the screens show for `COC(=O)c1ccc2nc(CO[C@H]3CN(Cc4ccc5c(c4)OCO5)C[C@H]3F)[nH]c2c1`?
GPT2 inh: -4%[88.5 µM]; FLuc inh: -15%[172 µM]; SNCA expr inhib: -8%[87.6 µM]; 3T3 cytotox: inconclusive; SNCA viab count: -10%[87.6 µM]; IP6K1 inh: 6; HEK293 tox: inconclusive

What do the screens show for `O=C(c1cc2cn(C3CC3)cc2s1)N1CCc2ccccc2C1`?
GPT2 inh: 2%; FLuc inh: -9%; SNCA expr inhib: 4%; 3T3 cytotox: inconclusive; SNCA viab count: 0%; IP6K1 inh: 1; HEK293 tox: 89µM*

Results for COCCN1C(=O)c2cccn2CC1CNC(=O)Cc1ccccc1F (stereo not given) ?
GPT2 inh: -1%; FLuc inh: 1%; SNCA expr inhib: -1%; 3T3 cytotox: inactive; SNCA viab count: -1%; IP6K1 inh: 2; HEK293 tox: inactive

Results for CC(=O)Nc1ccc(CN2CCC3(C2)C(=O)N(c2ccccc2)c2ccccc23)cc1 (stereo not given) ?
GPT2 inh: -4%; SNCA expr inhib: -11%; 3T3 cytotox: inconclusive; SNCA viab count: -3%; IP6K1 inh: -5; HEK293 tox: inconclusive

How did CC(=O)O[C@H]1CC[C@@]2(CI)C(=CC[C@@H]3[C@@H]2CC[C@]2(C)[C@@H]([C@H](C)CCCC(C)C)CC[C@@H]32)C1 do in these assays?
GPT2 inh: -9%[11.5 µM]; SNCA viab count: -7%[12.5 µM]; IP6K1 inh: -6

How did O=C(NCCc1ccccc1)C1CCc2nnc(-c3cccc(C(F)(F)F)c3)n21 (stereo not given) do in these assays?
GPT2 inh: -6%; SNCA expr inhib: 10%; 3T3 cytotox: inconclusive; SNCA viab count: -1%; IP6K1 inh: 9; HEK293 tox: -28%

Results for COc1ccccc1Nc1ccnc(N2CC3CCC(C2)N3CC(F)(F)F)n1 ?
GPT2 inh: -4%; SNCA expr inhib: 26%; 3T3 cytotox: inconclusive; SNCA viab count: 0%; IP6K1 inh: 0; HEK293 tox: inconclusive

How did CCCCNC(=O)Cc1csc2nc(C)c(-c3cc(C)n(-c4ccc(F)cc4)n3)c(=O)n12 do in these assays?
GPT2 inh: inactive; FLuc inh: 1%; SNCA expr inhib: -2%; 3T3 cytotox: -5%; SNCA viab count: 3%; IP6K1 inh: 5; HEK293 tox: -6%

How did CC(C)=CCC[C@](C)(O[C@@H]1O[C@H](CO[C@@H]2OC[C@H](O)[C@H](O)[C@H]2O)[C@@H](O)[C@H](O)[C@H]1O)[C@H]1CC[C@]2(C)[C@@H]1[C@H](O)C[C@@H]1[C@@]3(C)CC[C@H](O[C@@H]4O[C@H](CO)[C@@H](O)[C@H](O)[C@H]4O[C@@H]4O[C@H](CO)[C@@H](O)[C@H](O)[C@H]4O)C(C)(C)[C@@H]3CC[C@]12C do in these assays?
GPT2 inh: 0%[27.3 µM]; SNCA viab count: 3%[23.9 µM]; IP6K1 inh: 1

What do the screens show for `COCCOC1CCOC2(CCN(C(=O)c3ccccc3F)CC2)C1` (stereo not given)?
GPT2 inh: inactive; FLuc inh: -11%; SNCA expr inhib: -14%; 3T3 cytotox: inconclusive; SNCA viab count: -20%[12.5 µM]; IP6K1 inh: -15; HEK293 tox: -9%

How did COc1ccc(CCO[C@@H]2O[C@H](CO[C@@H]3OC[C@H](O)[C@H](O)[C@H]3O)[C@@H](O)[C@H](O)[C@H]2O)cc1 do in these assays?
GPT2 inh: inactive; SNCA viab count: -6%[23.9 µM]; IP6K1 inh: 4

Results for Cc1nc2cnccn2c1C(=O)NC1CCCC1 ?
3T3 cytotox: -27%[138 µM]; IP6K1 inh: 13; HEK293 tox: 4%[172 µM]

How did COC(=O)[C@H]1CN(C(=O)c2cccnc2)CCN1C(=O)CSC do in these assays?
GPT2 inh: 3%[88.5 µM]; FLuc inh: -7%[172 µM]; SNCA expr inhib: 8%[87.6 µM]; 3T3 cytotox: -8%[138 µM]; SNCA viab count: 11%[87.6 µM]; IP6K1 inh: -1; HEK293 tox: -10%[172 µM]

How did CCN(CCCNC(=O)c1cc2cc3cc(C)ccc3nc2s1)c1cccc(C)c1 do in these assays?
SNCA expr inhib: 128%[activator]; SNCA viab count: 4%; IP6K1 inh: 8

What do the screens show for `CCc1ccc(OC(C)c2nc(-c3ccc(-n4cccc4)cc3)no2)cc1` (stereo not given)?
SNCA expr inhib: -22%; SNCA viab count: -14%; IP6K1 inh: -4

How did Cc1ccc(C)c(NC(=O)c2cc(S(=O)(=O)N3CCCc4ccccc43)ccc2F)c1 do in these assays?
SNCA expr inhib: 17%; SNCA viab count: 7%; IP6K1 inh: 15

Results for NCc1ccccc1-c1ccc(O)cc1 ?
GPT2 inh: 1%[88.5 µM]; SNCA expr inhib: 11%[87.6 µM]; 3T3 cytotox: -28%[138 µM]; SNCA viab count: 7%[87.6 µM]; IP6K1 inh: -19; HEK293 tox: -14%[172 µM]

Results for CCOc1ccccc1CN(C)C(=O)CN1CC(c2ccccc2)CC1=O (stereo not given) ?
GPT2 inh: inconclusive; FLuc inh: 1%; SNCA expr inhib: 9%; 3T3 cytotox: -2%; SNCA viab count: -8%; IP6K1 inh: 4; HEK293 tox: -14%

How did CC(O)CCc1ccc(O[C@@H]2O[C@H](CO)[C@@H](O)[C@H](O)[C@H]2O)cc1 (stereo not given in full) do in these assays?
GPT2 inh: -4%[27.3 µM]; SNCA viab count: -4%; IP6K1 inh: 19

How did CCc1ccccc1N1CC(c2nnc(NC(=O)c3ccco3)s2)CC1=O (stereo not given) do in these assays?
SNCA expr inhib: 3%; SNCA viab count: -3%; IP6K1 inh: 9

Results for COc1ccc(C)cc1NC(=O)N(C(C)C)C1CCN(C(C)=O)CC1 ?
SNCA expr inhib: 0%; SNCA viab count: 7%; IP6K1 inh: -8

What do the screens show for `Cc1ccc(C(=O)N2CCC3(CC2)CC(N(C(=O)c2ccccc2)C2CC2)CCO3)cn1` (stereo not given)?
GPT2 inh: -3%; FLuc inh: 0%; SNCA expr inhib: -5%; 3T3 cytotox: -24%; SNCA viab count: 2%; IP6K1 inh: -11; HEK293 tox: inconclusive

What do the screens show for `Cc1ccc(NC(=O)C2CC(=O)N(c3n[nH]c4cccc(F)c34)C2)c(C)c1` (stereo not given)?
GPT2 inh: inactive; FLuc inh: 15%; SNCA expr inhib: -2%; 3T3 cytotox: -9%; SNCA viab count: 10%; IP6K1 inh: -11; HEK293 tox: 12%

What do the screens show for `CC1CCN(Cc2nnnn2CC(=O)N(C)Cc2ccccn2)CC1`?
GPT2 inh: inactive; FLuc inh: 0%; SNCA expr inhib: 28%; 3T3 cytotox: -26%; SNCA viab count: -6%; IP6K1 inh: -6; HEK293 tox: -27%

What do the screens show for `COCc1ccc2c(c1)c(OC(C)(C)C(=O)NCC1CCOCC1)nn2Cc1ccccc1`?
GPT2 inh: inactive; FLuc inh: 0%; SNCA expr inhib: 15%; 3T3 cytotox: inconclusive; SNCA viab count: 1%; IP6K1 inh: 15; HEK293 tox: -20%

How did O=C(NC1C[C@H]2CC[C@@H](C1)N2C(=O)Cc1ccc(Cl)cc1)c1ccncc1 (stereo not given in full) do in these assays?
GPT2 inh: inactive; FLuc inh: -9%; SNCA expr inhib: -11%; 3T3 cytotox: -11%; SNCA viab count: -1%; IP6K1 inh: 20; HEK293 tox: -19%

How did O=C(Nc1ccc(-c2cccc(F)c2)cc1)C1CCCN1Cc1cnc[nH]1 (stereo not given) do in these assays?
GPT2 inh: 4%; FLuc inh: inconclusive; SNCA expr inhib: -6%; 3T3 cytotox: inconclusive; SNCA viab count: inconclusive; IP6K1 inh: 13; HEK293 tox: -62%

Results for O=C(Nc1ccccc1F)c1ccc(Cn2nc(N3CCN(c4ccccc4)CC3)ccc2=O)o1 ?
SNCA expr inhib: -24%; SNCA viab count: -16%; IP6K1 inh: -6

What do the screens show for `CC(C)NC(=O)N1CCCCCNC(=O)CC1c1ccccc1` (stereo not given)?
GPT2 inh: -5%; FLuc inh: -12%; SNCA expr inhib: 7%; 3T3 cytotox: -13%; SNCA viab count: 6%; IP6K1 inh: 2; HEK293 tox: 0%

4 structures from above, ordered by formula weight, rising:
What do the screens show for `CC(C)NC(=O)N1CCCCCNC(=O)CC1c1ccccc1` (stereo not given)?
GPT2 inh: -5%; FLuc inh: -12%; SNCA expr inhib: 7%; 3T3 cytotox: -13%; SNCA viab count: 6%; IP6K1 inh: 2; HEK293 tox: 0%

How did CCc1ccccc1N1CC(c2nnc(NC(=O)c3ccco3)s2)CC1=O (stereo not given) do in these assays?
SNCA expr inhib: 3%; SNCA viab count: -3%; IP6K1 inh: 9

How did O=C(NC1C[C@H]2CC[C@@H](C1)N2C(=O)Cc1ccc(Cl)cc1)c1ccncc1 (stereo not given in full) do in these assays?
GPT2 inh: inactive; FLuc inh: -9%; SNCA expr inhib: -11%; 3T3 cytotox: -11%; SNCA viab count: -1%; IP6K1 inh: 20; HEK293 tox: -19%

What do the screens show for `COCc1ccc2c(c1)c(OC(C)(C)C(=O)NCC1CCOCC1)nn2Cc1ccccc1`?
GPT2 inh: inactive; FLuc inh: 0%; SNCA expr inhib: 15%; 3T3 cytotox: inconclusive; SNCA viab count: 1%; IP6K1 inh: 15; HEK293 tox: -20%

This is a subset; count on the stated rates, not on these rows.
